Assay outcomes from PubChem BioAssay.
All columns: NCI-60 one-dose screen, growth in % after 48 h at 10 µM unless noted; 100 = growth as untreated, 0 = no growth, -100 = all killed.
OVCAR-4 = OVCAR-4 ovarian cancer cells; hit rate 3.7% among 80,000
OVCAR-3 = OVCAR-3 ovarian cancer; hit rate 7% among 79,000
IGROV1 = IGROV1 ovarian cancer. hit rate 4.7% among 79,000
OVCAR-5 = OVCAR-5 ovarian cancer; hit rate 2.9% among 82,000; AID 1794783
NCI-H23 = NCI-H23 lung cancer; hit rate 4% among 80,000; AID 1794731
SK-OV-3 = SK-OV-3 ovarian cancer cells; hit rate 3.2% among 80,000; AID 1794785
NCI-H522 = NCI-H522 lung cancer; hit rate 8% among 78,000; AID 1794739
OVCAR-8 = OVCAR-8 ovarian cancer; AID 1794782; hit rate 4.4% among 81,000
NCI/ADR-RES = NCI/ADR-RES ovarian cells; hit rate 4.4% among 81,000; AID 1794790
Numbers without * were called inactive; . = not tested or not shown; & = joins results of further samples; [ ] = another dose, or the depositor's remark. The calls were made as follows: active = growth percent below 10; inactive = the rest.

compound	OVCAR-4	SK-OV-3	NCI-H522	NCI-H23	OVCAR-5	NCI/ADR-RES	OVCAR-3	OVCAR-8	IGROV1
Cn1cc(-c2nn3cc(-c4ccc(F)cc4)nc3s2)c2cc(Br)ccc21	98	82	86	89	94	104	94	103	54
N#CC1=C(c2ccco2)Nc2c(c(-c3ccccc3)nn2-c2ccccc2)C12C(=O)Nc1ccc(Cl)cc12 (centres undefined)	9.9*	55	0.1*	46	53	-3.4*	-27*	-29*	39
COc1ccc(C2CC(c3cccc(Nc4nc(Cl)nc5cc(OC)c(OC)cc45)c3)=Nc3c(N)nc(N)nc3N2)cc1 (centres undefined)	97	121	79	82	111	92	75	70	92
COc1ccc(/C=C(\C)C=O)cc1	108	105	95	103	101	108	.	112	116
COc1cc2c(cc1OC)C(c1ccccc1[N+](=O)[O-])=NCC2	119	100	.	90	103	98	100	97	93
Cn1cccc1-c1nc2c3c(ccc2[nH]1)C(=O)c1ccccc1C3=O	46	118	74	85	90	82	95	86	79
CCOC(=O)C(C(=O)OCC)C(C(=O)O)C(C(=O)OCC)C(=O)OCC	104	105	.	105	94	105	106	93	115
CCN(CC)CCCC(C)NC(=O)OCC(C)C (centres undefined)	105	109	83	106	105	105	117	102	110
O=S(=O)(Cc1ccccc1)N1C=Cc2ccccc2C1c1c[nH]c2ccccc12 (centres undefined)	89	103	69	84	94	91	101	92	69
COc1ccc(/C=N\NC(=S)N/N=C/c2ccc(OC)c(OC)c2)cc1OC	103	114	.	123	105	108	95	109	86
Cc1cc(C)cc(Oc2cccc(-c3c(C)nnn3C3CCN(CCN(C)C)CC3)n2)c1	39	9.3*	-16*	34	58	32	38	36	36
COc1ccc2c3c(ccc2c1)C(=O)/C(=C\O)CC3	100	92	.	97	107	96	100	97	111
COc1ccc(C(=O)/C=C/c2ccccc2Cl)cc1	89	103	97	94	90	96	98	90	85
COc1ccccc1/C=N\NC(=O)N/N=C/c1ccccc1OC	74	117&109	93&104	102&106	108&96	98&106	110&120	102&107	123&129
COc1ccc(C(=O)Nc2cccc(C(F)(F)F)c2)cc1	89	104	79	95	100	100	99	.	109
COc1ccccc1NC(=O)c1ccccc1	106	108	.	89	103	93	121	108	116
COc1ccc2[nH]c(O)c(N=NC(=O)c3ccc4nc(-c5ccc(Cl)cc5)[nH]c4c3)c2c1	49	91	35	66	72	116	72	48	78
CC(C)(NC(=O)c1cc(Cl)c2ccccc2c1O)C(=O)O	103	93	106	95	98	98	114	110	.
O=S(=O)(NCCNc1nccc(-c2c(-c3cccc(F)c3)nc3occn23)n1)c1ccc(Cl)cc1	84	91	69	77	80	85	86	65	35
c1cc(C2CCOCC2)ccn1	103	104	.	110	101	112	116	106	107
ClC(Cl)=C1NC(c2ccccc2)=NCc2nccn21	112	.	91	91	101	91	110	105	104
O=C(c1ccc(F)cc1)n1cc(-c2ccccc2)c(-c2ccccc2)c1	96	104	.	91	101	98	101	93	106
Cn1c(=O)[nH]c2nc(SCC(=O)c3ccc(Br)cc3)[nH]c2c1=O	100	102	94	102	96	102	106	104	108
CC([C@H]1CCC2C3CCC4C[C@@H](N)CC[C@]4(C)C3CC[C@@]21C)N(C)C (some centres undefined)	38	91	102	77	98	81	71	86	53
COc1ncc2cc1NS(=O)(=O)c1cccc(c1)C(=O)NCC1=CC=C(S1)c1ccnc3c1SC2=C3C	82	93	96	98	89	79	92	93	78
CC1(C)CC[C@]2(CO)CC[C@]3(C)C(=CC[C@@H]4[C@@]5(C)CC[C@H](NCO)C(C)(C)[C@@H]5CC[C@]43C)[C@@H]2C1	-33*	71	-30*	-65*	2.6*	-65*	-66*	-36*	-56*
CN(C(=O)CN1C(=O)/C(=C/c2cccs2)SC1=S)C1CCS(=O)(=O)C1 (centres undefined)	101	112	53	105	111	109	108	103	116
CCCCCCCCCCNCCC(=O)O	98	98	92	98	105	99	104	101	107
CC(C)=CC/C=C(/C)[C@H]1CC[C@]2(C)[C@@H]1CC[C@@H]1[C@@]3(C)C/C(=C/c4ccncc4)C(=O)C(C)(C)[C@@H]3CC[C@]12C	92	108	81	98	109	98	110	96	104
O=C(CCN1C(=O)c2ccccc2C1=O)Nc1ccc(Cl)cc1	91	98	66	66	104	74	78	49	78
O=C(Nc1ccccc1)C1(C(=O)Nc2ccccc2)SSC(C(=O)Nc2ccccc2)(C(=O)Nc2ccccc2)SS1	.	96	84	101	108	103	106	97	109
CCCCN(Cc1ccc(C(=O)NO)cc1)C(=O)Nc1ccc(OCCCCCCCCCn2cc(CCCCC(=O)N[C@H](C(=O)N3C[C@H](O)C[C@H]3C(=O)NCc3ccc(-c4scnc4C)cc3)C(C)(C)C)nn2)cc1	49	54	19	33	97	97	3.5*	50	17
O=C(CN1C(=O)CN(/N=C/c2ccc([N+](=O)[O-])o2)C1=O)c1ccccc1	91	114	90	98	108	101	108	94	97
COc1cc(CO)c(OC)c2c1OCO2	85	88	80	98	91	109	118	100	108
CC1(C)CC[C@]2(C(=O)NCc3cn(C4OC(CO)C(O)C(O)C4O)nn3)CC[C@]3(C)C(=CC[C@@H]4[C@@]5(C)Cc6c([nH]c7ccccc67)C(C)(C)[C@@H]5CC[C@]43C)[C@H]2C1 (some centres undefined)	105	97	93	92	97	89	102	99	101
COc1cc(C(=O)/C=C/c2c(-c3ccc(Cl)cc3)nc3sc(C)nn23)cc(OC)c1OC	73	65	49	75	92	77	69	74	83

Part of the list above, with two lines to a compound.
The line under a structure holds: OVCAR-4, SK-OV-3, NCI-H522, NCI-H23, OVCAR-5, NCI/ADR-RES, OVCAR-3, OVCAR-8, IGROV1
> Cn1c(=O)[nH]c2nc(SCC(=O)c3ccc(Br)cc3)[nH]c2c1=O
→ 100, 102, 94, 102, 96, 102, 106, 104, 108
> Cn1cc(-c2nn3cc(-c4ccc(F)cc4)nc3s2)c2cc(Br)ccc21
→ 98, 82, 86, 89, 94, 104, 94, 103, 54

Further structures follow.
compound	OVCAR-4	SK-OV-3	NCI-H522	NCI-H23	OVCAR-5	NCI/ADR-RES	OVCAR-3	OVCAR-8	IGROV1
CC(C(=O)O)c1ccc(-c2ccccc2)c(F)c1 (centres undefined)	111	116	103	103	107	108	129	105	108
CCCCCN(CCCCC)CC(O)c1ccc(Cl)c2ccccc12 (centres undefined)	84	78	39	43	69	61	70	87	32
C=CCN(/C=C1/C(=O)O[C@H](COC)[C@@]2(C)C1=C(O)C(=O)C1=C2[C@H](OC(C)=O)C[C@]2(C)C(=O)CC[C@@H]12)CC=C	31	-20*	14	37	20	35	21	29	-1.9*
CN(C)CCOc1nc2c3cc([N+](=O)[O-])ccc3nn2c2ccccc12	62	35	46	37	59	37	64	31	30
C#Cc1ccc(-n2c(/C=C/c3ccc4[nH]ccc4c3)nc3ncccc3c2=O)cc1	106	114	99	102	110	109	103	105	96
COc1ccc(-c2cc(=O)c3ccc4c(O)cccc4c3o2)cc1	104	106	.	111	101	113	109	107	122
O=C1OC(=O)C2C3C=CC(C4C=CC43)C12 (centres undefined)	109	98	103	103	104	102	113	100	105
NC(N)=Nc1ccc(Nc2cccc(Oc3ccc(Cl)c(C(F)(F)F)c3)c2)cn1	40	56	18	32	58	81	-55*	27	23
COc1ccc(-c2nnc(SCC(=O)N3CCN(c4cc5c(cc4F)c(=O)c(C(=O)O)cn5C4CC4)CC3)o2)cc1OC	103	84	89	101	96	98	111	97	97
O=c1[nH]c(C(F)(F)F)nc2c1nc1n2CCC1	121	102	94	104	100	110	115	97	107
Cc1c(C(=O)NCCCC(=O)NO)sc2ncnc(Nc3ccc(F)c(Cl)c3)c12	105	123	93	99	100	104	108	100	99
CCCCCCOc1ccc(NC2=C(SCCc3ccccc3)C(=O)c3ccccc3C2=O)cc1	88	75	86	78	89	87	77	103	93
COC(=O)C(C)(C)C1Oc2ccc(F)cc2C(=O)/C1=C\NS(=O)(=O)c1ccc(OC)cc1 (centres undefined)	110	100	82	98	99	105	104	106	114
Cn1ccnc1C(=O)C(=O)Nc1ccc(CC(=O)Nc2ccccc2)cc1	110	115	100	104	101	103	108	109	103
C=C1Sc2ccccc2N1C	89	103	115	102	106	100	97	102	.
C[Si](F)(c1cccc2ccccc12)c1cccc2ccccc12	84	104	69	84	75	95	101	87	83
COc1cc(NC(c2ccc(CN3CCNCC3)cc2)c2cccc(Cl)c2)n2nc(C)nc2n1 (centres undefined)	94	113	85	101	98	105	98	90	95
Cc1ccc(C(=O)Nc2cccc(C#Cc3cccc4[nH]nc(N)c34)c2)cc1C(F)(F)F	67	84	60	52	60	74	83	72	18
Cc1ccc(S(=O)(=O)Nn2c(C)c(C)cc(-c3nc4ccccc4s3)c2=O)cc1	96	94	91	90	99	96	99	95	89
CCOC(=O)NCCNC(=O)c1ccc(OC)c(OC2CCCC2)c1	97	.	101	115	103	111	117	109	110
O=c1c(/C=C/c2ccco2)n[nH]c(=S)n1/N=C/c1ccc([N+](=O)[O-])cc1	103	107	79	98	111	108	106	52	24
O=C1c2ccccc2C(=O)c2cc(N3CCCCC3)ccc21	67	82	72	64	79	75	86	80	75
CC(=O)C1CN(C)CCC1=O (centres undefined)	94	96	80	106	84	96	104	104	104
O=C(Nc1ncc(Cc2ccccc2)s1)c1ccccc1	102	85	74	87	88	80	104	93	87

Looked up above:
In NCI-H522, C=C1Sc2ccccc2N1C has 115
In NCI/ADR-RES, CC(=O)C1CN(C)CCC1=O (centres undefined) has 96

The results go on:
compound	OVCAR-4	SK-OV-3	NCI-H522	NCI-H23	OVCAR-5	NCI/ADR-RES	OVCAR-3	OVCAR-8	IGROV1
Nc1nnc(CCS(=O)(=O)c2ccc(Cl)cc2)s1	114	98	82	102	102	100	104	95	100
O=C(O)C(=O)c1ccccc1	109	106	100	101	101	104	120	100	102
Cc1cc(O)ccc1C1(c2ccc(O)cc2C)OS(=O)(=O)c2ccccc21	99	99	96	97	108	102	101	102	105
CCOC(=O)CCN(c1c(Cl)ssc1=O)C(C)C	106	116	.	105	87	105	128	97	-5.5*
Cc1ccc(S(=O)(=O)NN2CCCCCC2)cc1	96	105	100	102	111	97	115	100	115
COc1c(C(=O)Nc2ccc(C)c(Br)c2)ccc2ccccc12	83	98	85	91	92	85	107	99	94
COc1ccc(C2NC(=O)c3ccccc3N2)c(OC)c1OC (centres undefined)	131	105	59	95	101	83	87	103	102
Nc1nc(Nc2cc([N+](=O)[O-])ccc2O)nc(C(Cl)(Cl)Cl)n1	94	101	84	95	105	100	108	96	95
C/C(=N\NC(=O)CSc1nc2ccccc2c(=O)n1Cc1ccc(S(N)(=O)=O)cc1)c1ccccc1	105	113	92	102	95	101	114	95	102
N#Cc1c(N)nnn1Cc1cc(=O)oc2ccc(O)cc12	110	112	90	106	106	111	113	100	112
CC1CN(C=O)CC(C)N1CCN1C(C)CN(C=O)CC1C (centres undefined)	.	108	111	112	110	104	119	102	118
O=C(CCc1ccccc1)CCc1ccccc1	.	114	100	96	111	106	108	108	109

Just SK-OV-3, for six of the compounds above:
Compound	SK-OV-3
Cc1cc(O)ccc1C1(c2ccc(O)cc2C)OS(=O)(=O)c2ccccc21	99
CCOC(=O)CCN(c1c(Cl)ssc1=O)C(C)C	116
Cc1ccc(S(=O)(=O)NN2CCCCCC2)cc1	105
COc1c(C(=O)Nc2ccc(C)c(Br)c2)ccc2ccccc12	98
COc1ccc(C2NC(=O)c3ccccc3N2)c(OC)c1OC (centres undefined)	105
Nc1nc(Nc2cc([N+](=O)[O-])ccc2O)nc(C(Cl)(Cl)Cl)n1	101

(more compounds)
compound	OVCAR-4	SK-OV-3	NCI-H522	NCI-H23	OVCAR-5	NCI/ADR-RES	OVCAR-3	OVCAR-8	IGROV1
CCCCSc1nnc(-c2c(C)nc3ccc(Br)cn23)o1	63	.	97	77	117	84	93	91	58
N#Cc1ccc(NC(=O)Nc2nc3ccc(OC(F)(F)F)cc3s2)cc1	.	0.4*	-33*	-22*	16	-14*	29	8.9*	13
Cc1cnc([C@]23CCC(C)(C)C[C@H]2C2=CC[C@@H]4[C@@]5(C)Cc6c([nH]c7ccccc67)C(C)(C)[C@@H]5CC[C@@]4(C)[C@]2(C)CC3)o1	.	74[100 µM]	73[100 µM]	59[100 µM]	79[100 µM]	64[100 µM]	81[100 µM]	55[100 µM]	47[100 µM]
COC(=O)c1ccc(CSc2nnc(-c3c(C)nc4ccc(Cl)cn34)o2)cc1	92	.	84	96	112	93	118	102	104
CC(C)C(=O)C(C)(C)CCc1cccnc1	109	109	79	97	99	104	104	98	102
C#CC(F)(F)[C@]1(O)CC[C@H]2[C@@H]3CCC4=CC(=O)CCC4=C3[C@@H](c3ccc(C4CC4)cc3)C[C@@]21C	11	-79*	-70*	-53*	10.0*	11	-73*	25	-49*
CC1(C)CC[C@]2(C(=O)O)CC[C@]3(C)C(=CC[C@@H]4[C@@]5(C)CC[C@H](O)[C@@](C)(C=O)[C@@H]5CC[C@]43C)[C@H]2C1	67	107	.	63	103	95	105	95	44
CC(=O)O[C@]1(C)C(=O)C23C=CC1C[C@@]21O[C@@H]2C(C)(C)C=C[C@H](O)C23COC1=O	104	94	95	.	110	100	104	106	104
COc1ccc(/C=C(\C#N)n2nnc3ccccc32)cc1	35	.	21	15	-13*	0.1*	-66*	20	7.8*
CSc1ccc(Cc2nc3ccccc3[nH]2)cc1	100	104	103	100	99	90	113	115	98
CCOC(=O)[C@H](CCc1ccccc1)N[C@H](C)C(=O)N1C2CCCCC2C[C@H]1C(=O)O (some centres undefined)	120	110	118	98	114	99	114	86	113
